CBFb RUNX1 block: blocks binding between human CBF-beta and RUNX1. AlphaScreen CBFb-His/RUNX1-biotin binding, biochemical. Potency, µM (titrated, usually from 59.8 µM), inactives show at the highest dose activity, negative = inhibition, usual class: inhibitors. 230,000 tested, under 10 active. AID 1477; further: % of control where 0% means no effect
Target sequence (Q01196 whole entry, looked up): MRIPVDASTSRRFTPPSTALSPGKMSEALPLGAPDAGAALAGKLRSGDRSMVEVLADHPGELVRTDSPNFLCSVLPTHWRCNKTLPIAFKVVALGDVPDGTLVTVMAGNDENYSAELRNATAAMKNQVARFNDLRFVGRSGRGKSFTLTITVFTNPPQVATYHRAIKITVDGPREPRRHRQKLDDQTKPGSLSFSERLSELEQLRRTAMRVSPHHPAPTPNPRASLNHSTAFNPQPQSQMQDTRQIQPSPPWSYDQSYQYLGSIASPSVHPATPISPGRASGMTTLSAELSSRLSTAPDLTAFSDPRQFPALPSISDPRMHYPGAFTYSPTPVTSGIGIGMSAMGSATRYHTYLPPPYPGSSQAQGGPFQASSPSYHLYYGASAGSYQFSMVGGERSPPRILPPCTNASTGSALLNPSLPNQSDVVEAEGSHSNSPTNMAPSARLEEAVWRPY
Target sequence (Q13951 whole entry, looked up): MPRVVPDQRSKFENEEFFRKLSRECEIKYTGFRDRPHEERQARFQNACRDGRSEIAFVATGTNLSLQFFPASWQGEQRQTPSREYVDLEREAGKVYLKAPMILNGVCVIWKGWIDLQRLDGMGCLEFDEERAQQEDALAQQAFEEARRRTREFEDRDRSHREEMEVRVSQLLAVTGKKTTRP
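Inhibition was taken as any reduction in AlphaScreen signal from the CBF-beta–RUNX1 pair (His and biotin tags, 30 nM each), measured after compound (15 min) and bead (90 min) incubations at room temperature.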
Luc counter: blocks Kinase-Glo luciferase, a counter-screen artifact. Q27757. Kinase-Glo luciferase, ATP luminescence, 8 min. Potency, µM (doses to about 38.3 µM), inactives show at the highest dose activity change, negative = inhibition, actives largely listed as inhibitors. 0.28% of 200,000 active. AID 1379; further: potency means the concentration at half of the fitted maximal effect; on the % scale 0 is the no-effect control and ±100 the full control effect; nearly all actives have a fitted effect of over 60% in size
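Substrate mix (final 50 mM imidazole pH 7.2, 50 mM KCl, 7 mM MgCl2, 10 uM ATP, 0.01% Tween 20, 0.05% BSA) plus pin-tool compound, then Kinase-Glo detection mix; 8 min ambient, luminescence read.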
NPSR antag: blocks cAMP signaling of the human neuropeptide S receptor | Potency, µM (series often up to 38.3 µM), for inactives: top-dose activity change, negative = inhibition, usual class: inhibitors | Q6W5P4 | CHO-NPSR cells, cAMP TR-FRET, antagonist mode | 1% of 220,000 active | AID 1461; further: potency means the concentration at half of the fitted maximal effect; on the % scale 0 is the no-effect control and ±100 the full control effect; nearly all actives have a fitted effect of over 50% in size; many of its hits are not listed in these tables
Target sequence (Q6W5P4 whole entry, looked up): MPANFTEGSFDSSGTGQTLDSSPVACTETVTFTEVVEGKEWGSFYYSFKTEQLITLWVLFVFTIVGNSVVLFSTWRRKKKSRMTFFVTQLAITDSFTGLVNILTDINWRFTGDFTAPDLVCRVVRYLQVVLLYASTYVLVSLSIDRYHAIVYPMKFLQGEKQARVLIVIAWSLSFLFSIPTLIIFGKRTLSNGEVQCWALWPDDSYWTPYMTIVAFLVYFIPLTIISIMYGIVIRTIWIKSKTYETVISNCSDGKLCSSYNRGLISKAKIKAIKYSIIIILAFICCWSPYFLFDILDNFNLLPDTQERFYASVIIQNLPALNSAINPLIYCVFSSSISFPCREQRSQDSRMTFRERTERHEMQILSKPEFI
Epigenetic derep: derepresses silenced GFP reporter in murine cells. murine LDR cells, GFP reporter derepression, 30 h. 0.2% of 280,000 active. AID 1865. Potency, µM (titrated, usually from 53.9 µM), for the others: at the top dose GFP activation, hits mostly activators; further: potency means the concentration at half of the fitted maximal effect; % of control where 0% means no effect; nearly all actives have a fitted effect of over 60% in size
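Murine LDR cells bearing a silenced CMV-driven GFP reporter were exposed to compound for 30 h at 37 C. After PBS washes, GFP-positive cells (20-120 um objects) counted by laser-scanning microplate cytometry.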
HTT aggregate: mutant huntingtin aggregation inhibition; PC12 HttQ103-GFP aggregates, Acumen cytometry, 40 h; Potency, µM (series often up to 46.1 µM), for inactives: at the highest dose activity change, negative = inhibition, usual class: inhibitors; 1.1% of 220,000 active; AID 1688; further: potency means the concentration at half of the fitted maximal effect; on the % scale 0 is the no-effect control and ±100 the full control effect; nearly all actives have a fitted effect of over 60% in size
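Multiplexed with ATP-based cell death, this channel scores GFP aggregates in PC12 cells expressing inducible HTTex1-Q103-GFP. Induction used 100 nM tebufenozide; compounds were tested in concentration series.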
Lamin A splicing: changes lamin A minigene splicing in HeLa cells. HeLa LMNA splicing GFP/RFP minigene ratio, 48 h. Potency, µM (series often up to 46.1 µM), inactives show at the highest dose ratio change, negative = inhibition, actives largely listed as inhibitors. 0.01% of 200,000 active. AID 1487; active means well fitted inhibition curve with a large enough effect in the signal ratio, with a control signal flat, not every such curve was filed as active; inconclusive means small, poorly fitted or top-dose-only effect, or effect the other way, or a change in a side signal; the % refers to the signal ratio; further: potency means the concentration at half of the fitted maximal effect; on the % scale 0 is the no-effect control and ±100 the full control effect
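S3 HeLa cells stably expressing lamin A-EGFP splicing minigene plus DsRed2, 600 cells/well, 48 h compound exposure at 37C. Laser-scanning cytometry; analysed as GFP (500-530 nm)/RFP (575-640 nm) total intensity ratio; 0.5% DMSO vehicle.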
IMPase Li cell: cell-permeable IMPase inhibitors with lithium potentiation; 0.35% of 210,000 active; CHO-M1 cells, IP1 TR-FRET (IP-One), carbachol + lithium; Potency, µM (series often up to 59.4 µM), for inactives: at the top dose activity, negative = IMPase inhibition, usual class: inhibitors;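 further: IP1 builds up when IMPase is blocked and the TR-FRET signal falls; potency means the concentration at half of the fitted maximal effect; plate controls were basal vehicle for no effect and high inhibitor control for full effect; nearly all actives have a fitted effect of over 50% in size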
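CHO-M1, 2000 cells/well, 16–30 h culture; cpd + low Li+, 30 min 37C; lysis with d2-IP1/Eu-anti-IP1 Ab, 10 min RT; TR-FRET 665/620 ratio and 620 channel; AC50 via Hill.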
* hit, by the source's call; ? = inconclusive; / = no result given; & = joins results of further samples; [ ] = remark or other dose. Unless noted, the call rests on the fitted dose curve; in most records, active means well fitted curve in the direction sought with a large enough effect; inconclusive means small, poorly fitted or top-dose-only effect, or another doubt; inactive means no such curve, though single readings can be large; an effect the other way counts as inactive or inconclusive.

The line under a structure holds: CBFb RUNX1 block | Luc counter | NPSR antag | Epigenetic derep | HTT aggregate | Lamin A splicing | IMPase Li cell
Cc1cc(OC(=O)c2ccco2)c2c3c(c(=O)oc2c1)CCCC3
→ 1% | -7% | -12%[46.1 µM] | 0.0% | 13µM* | ? | 8%[38.3 µM]
COc1nc2ccccc2c(=O)n1-c1ccc(C)cc1
→ 6% | 11% | -5% | -0.9% | 4% | 0% | 8%
CCP(=S)(CC)c1ccc(N(C)C)cc1
→ 11% | 0% | 2% | -3.1% | 0% | / | 1%
O=C(Nc1nnc(SCc2ccccc2Cl)s1)C1COc2ccccc2O1 (centres undefined)
→ 2% | 1% | -1%[46.1 µM] | -0.7% | -10% | ? | 11%[38.3 µM]
O=C(O)CCn1cc(C=C2C(=O)NC(=S)NC2=O)c(-c2cccc(Cl)c2)n1
→ 1% | -7% | -3% | -2.9% | 2%[9.22 µM] | / | 5%
CCOP(=O)(C#CC(C)(C)C)C(O)(c1ccccc1)C(F)(F)F (centres undefined)
→ 4% | 0% | -7%[46.1 µM] | 0.0% | 5% | -4% | 17%[38.3 µM]
O=P(NS(=O)(=O)c1ccc(Br)cc1)(Oc1ccccc1)Oc1ccccc1
→ 4% | -2% | -12%[46.1 µM] | -0.1% | 11% | -6% | 43%[activator][38.3 µM]
Cc1ccc(C)c(C2(O)CC(C)N(C)CC2C)c1 (centres undefined)
→ 5% | -6% | 3%[46.1 µM] | -1.0% | 23% | 0% | 5%[38.3 µM]
CCCc1c(C)nc(SCC(=O)C(C)(C)C)nc1OC(=O)N(C)C
→ 7% | / | -3% | 2.0% | -2%[9.22 µM] | / | /
COc1ccc(-n2c(C)cc(C(=O)C[N+]34CCN(CC3)CC4)c2C)cc1
→ -3% | -1% | 4% | -1.6% | 7% | / | -16%
O=c1[nH]c(=S)n(C2CC2)c(O)c1/C=N/Nc1cccc2ccccc12
→ -3% | / | -8%[46.1 µM] | 2.6% | 2% | -10% | /
COc1cccc(CCNCc2ccc(SC)cc2)c1
→ -1% | 1% | 11% | -1.1% | 1% | -3% | 10%
Cn1c(O)c(N=Nc2cccc(S(=O)(=O)N3CCOCC3)c2)c(=O)n(C)c1=O
→ -3% | 0% | -31% | 2.3% | 2% | / | 12%
Fc1ccc(CCNCc2cccc(Cl)c2)cc1
→ 1% | -4% | 0%[46.1 µM] | 0.0% | 3% | 2% | -14%[38.3 µM]
Cc1ncc(CN2CCCC(C(=O)c3ccc(C(C)(C)C)cc3)C2)s1 (centres undefined)
→ -6% | -3% | 39% | 2.5% | 0%[9.22 µM] | 3%[46 µM] | 30%

Next section
The line under a structure holds: CBFb RUNX1 block | Luc counter | NPSR antag | Epigenetic derep | HTT aggregate | Lamin A splicing | IMPase Li cell
CCCc1nnc(NC(=O)CCC(=O)N2CCN(CCOC(c3ccccc3)c3ccccc3)CC2)s1
→ -3% | 0% | -14% | -1.1% | 24% | -18% | 4%
COc1ccc(N(CC(=O)Nc2cccc(SC)c2)S(C)(=O)=O)cc1Cl
→ 4% | 8% | ? | 0.7% | 8%[9.22 µM] | ? | 21%[38.3 µM]
Cc1nc2ccccc2c(=O)n1-c1ccccc1C(F)(F)F
→ -3% | 0% | -4%[46.1 µM] | 1.9% | 8% | 5% | 15%[38.3 µM]
COc1ccc(F)cc1C(=O)C1CCCN(Cc2cnc(C)s2)C1 (centres undefined)
→ -5% | / | 8% | -0.2% | -7%[9.22 µM] | / | 5%
CCCOc1ccc(N2C(=O)CC(N3CC=C(c4ccccc4)CC3)C2=O)cc1 (centres undefined)
→ -3% | 3% | 3% | ? | -1% | / | 2%
COc1ccc(/C=C2\C(=O)NC(=O)N(CCC3=CCCCC3)C2=O)c(OC)c1
→ -5% | -3% | -8%[46.1 µM] | 0.0% | -4% | -9% | -1%
Cc1cccnc1-n1c(CN2C(=O)c3ccccc3C2=O)nc2ccccc2c1=O
→ 9% | 10% | -25%[46.1 µM] | -1.7% | 11% | 12% | 1%[38.3 µM]
COc1cccc(NC(=O)N2CCC3(CC2)OCCO3)c1
→ 1% | -2% | 17% | 2.2% | 11% | -5% | 2%
CCN(CC)C(=O)c1ccc(NC(=O)COc2ccc([N+](=O)[O-])cc2Cl)cc1
→ 1% | 2% | 5% | 3.2% | -8% | ? | 2%
Cc1ccc(-n2c(O)c(C=NCCN(C)C)c(=O)[nH]c2=O)cc1
→ -7% | -1% | -26% | 0.9% | -19% | ? | -4%
CC(C)N(C(=O)CCl)c1ccccc1
→ / | 0% | / | -0.2% | / | ? | -5%
O=C(N/N=C\c1ccc(COc2ccc([N+](=O)[O-])cc2)o1)c1cccc(Cl)c1
→ -9% | 0% | -37%[46.1 µM] | -2.4% | 11% | ? | -16%[38.3 µM]
OCC1OC(n2cnc3cc(Cl)c(Cl)cc32)C(O)C1O (centres undefined)
→ 8% | -5% | / | -0.4% | / | -14% | 3%
CC(=NCC1CCCO1)c1c(O)n(C)c(=O)n(C)c1=O (centres undefined)
→ 4% | 1% | 4%[46.1 µM] | 2.2% | -9% | 5% | 16%[38.3 µM]
O=C(O)CC1OCC=C2CN3CCC45c6ccccc6NC4C1C2CC35 (centres undefined)
→ 10% | / | 14% | 1.1% | -16%[9.22 µM] | / | /

The last two compounds of the section before lead into the next.
molecule	CBFb RUNX1 block	Luc counter	NPSR antag	Epigenetic derep	HTT aggregate	Lamin A splicing	IMPase Li cell
CC(=NCC1CCCO1)c1c(O)n(C)c(=O)n(C)c1=O (centres undefined)	4%	1%	4%[46.1 µM]	2.2%	-9%	5%	16%[38.3 µM]
O=C(O)CC1OCC=C2CN3CCC45c6ccccc6NC4C1C2CC35 (centres undefined)	10%	/	14%	1.1%	-16%[9.22 µM]	/	/
Cc1ccc(OCC(=O)N2CCN(CC3CC4C=CC3C4)CC2)cc1 (centres undefined)	-3%	-2%	-4%[46.1 µM]	1.0%	4%	5%	1%[38.3 µM]
Cc1cc(Cl)ccc1C(=O)C1CCCN(Cc2ccon2)C1 (centres undefined)	5%	4%	7%	-0.5%	-12%	/	13%
NCC1(CC(=O)O)CCCCC1	16%	-2%	13%	1.0%	-2%	?	2%&-7%&12%&2%
CC/C=C\C[C@@H](/C=C/C=C\C/C=C\C/C=C\CCCC(=O)O)OO	-9%	0%	/	-0.3%	/	/	-4%
Cc1cccc(-n2c(O)c(C=NCCCN3CCOCC3)c(=O)[nH]c2=O)c1C	-1%	1%	-3%[46.1 µM]	-0.8%	-5%	5%	0%[38.3 µM]
O=C(N/N=C/c1c(O)n(CCc2ccccc2)c(=O)[nH]c1=O)c1ccncc1	/	3%	4%[46.1 µM]	0.0%	-1%	-11%	0%
CN1CCN(C(=O)Cc2ccccc2)CC1	12%	/	14%	0.0%	16%[9.22 µM]	/	/
C=CCn1c(O)c(C(C)=NCC2CCCO2)c(=O)[nH]c1=O (centres undefined)	9%	/	-25%	-1.0%	-10%[9.22 µM]	/	/
CCN(CC)c1ccc(CC2C(=O)N(C)C(=O)N(C)C2=O)cc1	-6%	-1%	-3%	2.3%	19%	-9%	0%
O=c1cccc2n1CC1CC2CN(c2ncnc3c2cnn3-c2ccccc2)C1 (centres undefined)	3%	-1%	-8%[46.1 µM]	1.0%	1%	-13%	-8%[38.3 µM]
CCCCn1c(N)c(N(CCOC)C(=O)CN2CC=C(c3ccccc3)CC2)c(=O)[nH]c1=O	7%	-1%	-4%	1.1%	-13%	-10%[46 µM]	-1%
CC(C)NC(C)C	-6%[21.7 µM]	/	/	/	2%	?	-12%
C[C@H]1CCCC(=O)CCC/C=C/c2cc(O)cc(O)c2C(=O)O1	-4%	-1%	-20%[46.1 µM]	-2.6%	-30%	?	14%[38.3 µM]
CCC(=O)N1c2ccc(S(=O)(=O)CCC(=O)N3CCC4(CC3)OCCO4)cc2CC1C (centres undefined)	3%	0%	7%[46.1 µM]	-0.9%	11%	11%[0.0737 µM]	-7%[38.3 µM]
COc1cc2c(c(OC)c1OC)-c1ccc(O)c(=O)cc1[C@H](N)CC2	1%[21.7 µM]	-2%[17.1 µM]	/	-0.3%[16.9 µM]	/	?	26%
CC(C)N(Cc1ccco1)/N=C/c1c(O)n(Cc2ccccc2)c(=O)[nH]c1=O	2%	/	-8%	3.0%	12%[9.22 µM]	/	/
CC(C)C[C@H](NC(=O)[C@@H]1CCCN1C(=O)[C@@H](N)Cc1ccc(O)cc1)C(=O)NCC(N)=O	-13%	-1%	9%	1.1%	-9%	-5%	-2%
CN1CCN2c3ccc(N)cc3CC3(C(=O)NC(=O)NC3=O)C2C1 (centres undefined)	-3%	/	12%	2.5%	-20%[9.22 µM]	/	/
O=C1Nc2ccccc2Sc2ccccc21	-3%	0%	24%	-1.3%	-5%[9.22 µM]	-13%[9.22 µM]	3%
CCC(=O)Oc1ccc(C(=O)Nc2cccc(C(=O)c3ccccc3)c2)cc1	-1%	-7%	-16%[46.1 µM]	0.0%	?	8%	-4%[38.3 µM]
O=C(c1cc(-c2cccnc2)nc2ccc(Cl)cc12)N1CCC2(CC1)OCCO2	3%	-2%	4%[46.1 µM]	-1.1%	6%	-3%	-1%[38.3 µM]

A draw from above in order of SMILES length, smallest number first.
molecule	CBFb RUNX1 block	Luc counter	NPSR antag	Epigenetic derep	HTT aggregate	Lamin A splicing	IMPase Li cell
O=C(O)CC1OCC=C2CN3CCC45c6ccccc6NC4C1C2CC35 (centres undefined)	10%	/	14%	1.1%	-16%[9.22 µM]	/	/
COc1ccc(N(CC(=O)Nc2cccc(SC)c2)S(C)(=O)=O)cc1Cl	4%	8%	?	0.7%	8%[9.22 µM]	?	21%[38.3 µM]
O=C(c1cc(-c2cccnc2)nc2ccc(Cl)cc12)N1CCC2(CC1)OCCO2	3%	-2%	4%[46.1 µM]	-1.1%	6%	-3%	-1%[38.3 µM]

Some of the compounds tested (hit frequency here may not be typical).
